Mtb BioA inh = M. tuberculosis BioA enzyme inhibitors, primary screen, biochemical, plate reader, single point, HTS | AID 602481, 2012 | actives 0.096% (n = 360,000) | purified M. tuberculosis BioA enzyme | inhibition, % at 9.99 µM; in the data active = inhibition above about 40%; inconclusive = no clear call, values can overlap the other calls
FadD28 binding = inhibitors of FadD28 bisubstrate probe binding, primary screen, biochemical, fluorescence polarization, single point; inhibition, % at 12.5 µM; AID 588549, 2011; Mycobacterium tuberculosis FadD28 fatty-acid-AMP ligase; actives 0.22% (n = 360,000); in the data active = inhibition above about 8.5%, passing the limit was not always enough; inconclusive = no clear call, values can overlap the other calls
BH1578 lux ind = inducers of Vibrio cholerae quorum light production without autoinducers, primary screen, BH1578 luxS cqsA deficient, single point; activation, % at 18.7 µM; actives 0.16% (n = 350,000); V. cholerae BH1578 lux reporter, luminescence, 6 h; in the data active = activation mostly above about 9.7%, no sharp cut-off; inconclusive = no clear call, values can overlap the other calls; inactive = mostly below about 3.7%; also: not every result past the cut was called active; inactives centre near 0; reference of the scale not given here
PfHsp40 yeast = rescue of yeast from PfHsp40 toxicity, primary screen, S. cerevisiae, ATP luminescence; S. cerevisiae expressing PfHsp40, growth rescue; growth rescue, % at 12.5 µM; actives 0.68% (n = 340,000); AID 504582, 2011; in the data active = growth rescue above about 28%, passing the limit was not always enough; inconclusive = no clear call, values can overlap the other calls;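 also: yeast W303a lacking pdr1 and pdr3 grown in galactose medium; growth measured after three days at 30 °C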
Mtb FBA inh = Mtb FBA enzyme inhibitors, primary screen, biochemical, fluorescence, strain H37Rv | Fructose-bisphosphate aldolase (Mycobacterium tuberculosis (strain ATCC 25618 / H37Rv)), … | purified M. tuberculosis FBA, fluorescence read-out | inhibition, % at 1 µM | actives 2.3% (n = 360,000); in the data active = inhibition above about 27%;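 also: 0% = vehicle and 100% = reference inhibitor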
Target sequence (P9WQA3 whole entry, looked up): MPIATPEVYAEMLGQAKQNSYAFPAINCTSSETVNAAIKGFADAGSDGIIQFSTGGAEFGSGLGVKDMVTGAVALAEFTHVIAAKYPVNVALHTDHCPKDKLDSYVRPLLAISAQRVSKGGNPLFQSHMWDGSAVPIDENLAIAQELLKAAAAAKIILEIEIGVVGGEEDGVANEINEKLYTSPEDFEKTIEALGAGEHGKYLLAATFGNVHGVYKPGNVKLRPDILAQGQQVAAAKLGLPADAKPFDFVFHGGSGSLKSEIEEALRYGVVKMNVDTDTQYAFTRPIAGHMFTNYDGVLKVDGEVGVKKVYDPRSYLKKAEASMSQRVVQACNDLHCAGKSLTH
GDH-TPI counter = GDH-TPI coupling enzyme inhibitors, primary screen, artefact control for M. tuberculosis FBA inhibitor project, biochemical, absorbance, full deck. actives 1.2% (n = 360,000). GDH-TPI coupled enzyme counterscreen, NADH absorbance. AID 588335, 2011. inhibition, % at 4.8 µM; in the data active = inhibition above about 30%;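 also: 0% = DMSO wells and 100% = wells lacking the enzyme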
TcdB inh = TcdB glycohydrolase inhibitors, primary screen, biochemical, single point, plate reader. TcdB glycohydrolase enzymatic assay. actives 0.24% (n = 350,000). AID 652162, 2013. Toxin B (Clostridioides difficile), P18177. inhibition, % at 9.99 µM; in the data active = inhibition above about 10%
Mtb UGM inh = M. tuberculosis UGM enzyme inhibitors, primary screen, biochemical, fluorescence polarization, single point; purified UGM, fluorescence polarization probe displacement; inhibition, % at 10 µM; actives 0.06% (n = 320,000); AID 504406, 2011; in the data active = inhibition above about 10%, passing the limit was not always enough; inconclusive = no clear call, values can overlap the other calls
Target sequence (P9WIQ1 whole entry, looked up): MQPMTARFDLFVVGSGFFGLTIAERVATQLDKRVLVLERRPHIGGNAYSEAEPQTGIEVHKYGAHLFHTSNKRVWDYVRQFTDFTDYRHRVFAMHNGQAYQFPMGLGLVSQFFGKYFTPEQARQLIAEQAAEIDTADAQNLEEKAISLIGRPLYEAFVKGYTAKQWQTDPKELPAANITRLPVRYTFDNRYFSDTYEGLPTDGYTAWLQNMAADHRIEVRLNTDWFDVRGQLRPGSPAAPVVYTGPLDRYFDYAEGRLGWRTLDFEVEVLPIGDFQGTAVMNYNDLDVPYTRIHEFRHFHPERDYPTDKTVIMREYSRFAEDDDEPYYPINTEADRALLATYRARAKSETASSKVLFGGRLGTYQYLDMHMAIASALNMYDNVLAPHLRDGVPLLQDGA
Y pestis TopoI = Yersinia pestis topoisomerase I inhibitors, primary screen, biochemical, cleavage product accumulation, plate reader, single point. DNA topoisomerase I (Yersinia pestis CO92). Y. pestis Topo-I cleavage product accumulation. activity, % at 10 µM. AID 504884, 2011. actives 0.064% (n = 360,000); in the data active = activity above about 50%, passing the limit was not always enough; inconclusive = no clear call, values can overlap the other calls; also: inactives centre near 2
Starred values were filed as active, the others as inactive; i = inactive; ? = inconclusive; nt = not tested or not shown; & = joins results of further samples.

mol	Mtb BioA inh	FadD28 binding	BH1578 lux ind	PfHsp40 yeast	Mtb FBA inh	GDH-TPI counter	TcdB inh	Mtb UGM inh	Y pestis TopoI
Cc1cccc(-c2noc(C(C)NC(=O)c3ccco3)n2)c1 (stereo unspecified)	1.2	-1.0	-0.1	8.5	-2	5	-0.2	-1.1	3
COc1ccccc1Cc1c(-c2cccc(Cl)c2)nc2ccc(Br)cn12	-3.0	-1.1	nt	nt	4	nt	2.0	nt	nt
O=S(=O)(O)c1cc(O)c2ccc(Nc3ccccc3)cc2c1	0.7	24*	i	-0.6	35*	8	1.5	nt	-19
C[C@H](O)[C@@H]1C(=O)N2CCc3ccc(N4CCN(C)CC4)cc3[C@@H]2C[C@@H]1N(C)C(=O)c1ccco1	-0.3	0.4	i	nt	0	4	2.4	nt	1
O=C(Cn1nnc(-c2ccc(F)cc2)n1)Nc1cccc(S(=O)(=O)N2CCCC2)c1	-2.4	-1.8	i	-0.8	0	6	-0.3	1.9	-3
O=C(Nc1ccc(N2CCN(C(=O)c3cccs3)CC2)c(Cl)c1)c1cccnc1	25	-1.0	i	0.4	2	23	0.4	-1.7	-7
CSc1ncccc1C(=O)OCC(=O)Nc1nc(C)c(Cl)cc1Cl	-0.9	-2.2	-15	0.8	0	13	1.5	-1.2	4
O=C(O)CCC1(CCC(=O)O)c2ccccc2-c2ccccc21	-7.5	-0.5	i	-2.6	0	2	0.6	0.2	-13
CC(C)C(O)C1CCN(Cc2nc(-c3cccs3)no2)CC1 (stereo unspecified)	-0.9	0.1	-0.8	0.0	2	4	3.2	-0.3	4
CCOC(=O)c1c(NC(=O)C(C)NCc2ccco2)sc2c1CCC(C)C2 (stereo unspecified)	1.0	-2.6	-0.4	2.1	0	-4	nt	2.1	3
O=C(Nc1ccccc1)N(Cc1cccnc1)Cc1ccco1	2.8	0.6	-0.1	-1.3	4	5	nt	1.2	-5
O=S(=O)(Cc1cc(Cl)nc(-c2ccncc2)n1)c1ccccc1	nt	0.7	-0.1	0.2	3	4	0.5	0.3	-8
CN(C)/C=N/c1nc(-c2ccc3c(c2)OCO3)cs1	0.1	-2.7	-0.5	-0.5	-5	3	-0.2	-0.9	-3
CC1CC(NC(=O)C2(C)CC2(Cl)Cl)CC(C)(C)C1 (stereo unspecified)	nt	-0.6	i	0.8	3	7	nt	5.3	3
CN(C)C(=O)Cn1cnc2c(cnn2-c2ccc(F)cc2)c1=O	1.6	1.2	0.8	0.2	2	-14	0.7	-1.3	-3
Cc1ccc(Cn2ncn(-c3ccccc3)c2=O)cc1	nt	-3.2	-0.1	0.9	-1	-1	0.4	1.6	9
Cc1ccc(CN2C(=O)CN=C(c3ccccc3)c3ccccc32)cc1	5.4	-5.4	1.8	1.2	1	-4	12*	2.9	13
COc1ccc(N2CCN(C(=O)c3cccc(NS(=O)(=O)c4cccc(F)c4)c3)CC2)cc1	0.5	0.7	i	0.1	1	2	1.6	nt	28
Cc1csc(NC(=O)[C@@H]2CCCN2C(=O)c2cccs2)n1	-0.5	0.0	-0.3	-1.3	-1	2	-0.6	-0.8	10
CSc1ccc(CN2CCC(CO)(CCOc3ccccc3)CC2)cc1	-3.4	-1.5	-2.0	2.3	3	18	-1.5	1.1	15
COc1cccc(C2C(C(=O)Nc3cccnc3)=C(C)Nc3nnnn32)c1OC (stereo unspecified)	2.0	-1.3	1.2	-1.7	3	5	nt	-2.5	8
O=C(CCc1c[nH]c2ccccc12)NC(Cc1c[nH]c2ccccc12)C(=O)O (stereo unspecified)	-0.4	-0.1	i	0.8	8	3	-1.4	-0.6	-1
O=C(NN1C(=O)c2ccccc2NC1c1ccco1)c1ccc(Br)cc1 (stereo unspecified)	0.9	-0.7	-0.9	-0.4	0	-2	0.8	2.7	1
Nc1nc(=S)c2ncn([C@@H]3O[C@H](CO)[C@@H](O)[C@H]3O)c2[nH]1	-0.5	-3.3	i	-0.4	-3	27	1.4	-1.2	-1
Nc1ccn([C@@H]2O[C@H](C(=O)Nc3ccc(Oc4ccccc4)nc3)[C@@H](O)[C@H]2O)c(=O)n1	2.4	-3.0	nt	nt	0	nt	0.3	nt	nt
COc1cccc(-c2nc(-c3ccc4c(c3)NC(=O)CO4)cs2)c1	nt	-4.7	-2.0	1.3	0	-5	2.1	-3.2	16
C[C@H](CO)N1C[C@H](C)[C@H](CN(C)C(=O)NC2CCCCC2)Oc2cc(-c3cccnc3)ccc2S1(=O)=O	-1.3&-3.2&-0.5	-0.6	-0.2	nt	-1	5	1.7&1.3&0.8	nt	15
O=C(Cn1ncc2c([nH]c3ccccc32)c1=O)Nc1cccnc1	-1.6	-2.5	-2.2	-0.2	7	1	2.1	-0.4	2
O=C(c1cc(C(=O)NCc2ccccc2)c(=O)n(Cc2ccccc2)c1)c1cc(Br)ccc1O	nt	-0.9	i	-0.4	1	19	nt	-1.5	3
CCN(C(=O)COC(=O)c1c(-c2ccccc2)noc1C)c1c(N)n(Cc2ccccc2)c(=O)[nH]c1=O	4.6	-3.5	-0.1	-0.5	-2	4	0.9	0.7	16

Brought forward from above: 5 entries, followed by the next part.
mol	Mtb BioA inh	FadD28 binding	BH1578 lux ind	PfHsp40 yeast	Mtb FBA inh	GDH-TPI counter	TcdB inh	Mtb UGM inh	Y pestis TopoI
COc1cccc(-c2nc(-c3ccc4c(c3)NC(=O)CO4)cs2)c1	nt	-4.7	-2.0	1.3	0	-5	2.1	-3.2	16
C[C@H](CO)N1C[C@H](C)[C@H](CN(C)C(=O)NC2CCCCC2)Oc2cc(-c3cccnc3)ccc2S1(=O)=O	-1.3&-3.2&-0.5	-0.6	-0.2	nt	-1	5	1.7&1.3&0.8	nt	15
O=C(Cn1ncc2c([nH]c3ccccc32)c1=O)Nc1cccnc1	-1.6	-2.5	-2.2	-0.2	7	1	2.1	-0.4	2
O=C(c1cc(C(=O)NCc2ccccc2)c(=O)n(Cc2ccccc2)c1)c1cc(Br)ccc1O	nt	-0.9	i	-0.4	1	19	nt	-1.5	3
CCN(C(=O)COC(=O)c1c(-c2ccccc2)noc1C)c1c(N)n(Cc2ccccc2)c(=O)[nH]c1=O	4.6	-3.5	-0.1	-0.5	-2	4	0.9	0.7	16
COc1ccc(Oc2ccc(C(F)(F)F)cc2N)cc1	-1.2	-0.6	-0.8	1.7	0	-7	1.2	0.3	-5
Cn1c(Cn2nnc3ccccc32)nnc1SCC(=O)Nc1nccs1	-1.1	-1.2	0.6	0.1	0	9	0.3	0.5	3
CCOC(=O)c1cccc(NC(=O)CSc2nnc(-c3ccoc3C)n2CC)c1	0.7	-1.8	-1.4	-0.1	3	8	nt	-2.8	3
Cc1ccc2occ(/C=N/NC(=O)c3ccccc3O)c(=O)c2c1	1.9	-3.2	i	0.2	11	8	1.0	-0.9	-3
CCOc1ccc2oc(-c3ccccc3)c(C(=O)N(C)C)c2c1	-0.7	-1.9	-0.6	1.8	50*	14	0.7	-1.0	14
CCCS(=O)(=O)NC(=O)C1(C)CCN(C(=O)c2ccccc2F)C1 (stereo unspecified)	-0.8	-1.4	-0.4	nt	3	12	-1.3	nt	-1
COc1ccc(NC(=O)CN2C(=O)NC3(CCCC3)C2=O)c(OC)c1	-0.7	1.6	i	-0.8	-2	0	1.3	-2.6	0
CCCCCCCC(=O)Nc1cc(C(=O)NCc2ccc(C)cc2)ccc1N1CCC2(CC1)CC(c1cccc(Br)c1)=NO2	-1.3	-3.9	-0.3	-0.8	-2	-5	-0.5	-2.1	4
COc1cccc(C(=O)Nc2cc(C)c3c(=O)oc4ccccc4c3n2)c1	1.2	-2.1	-0.3	-0.9	2	3	0.5	2.2	5
COc1cccc(NC(=O)CSc2nncn2N)c1	-1.8	-4.3	-0.5	-0.2	-7	2	nt	0.3	-5

The results go on.
Second line of a record – Mtb BioA inh	FadD28 binding	BH1578 lux ind	PfHsp40 yeast	Mtb FBA inh	GDH-TPI counter	TcdB inh	Mtb UGM inh	Y pestis TopoI
> Cc1nnc(NC(=O)CCC(=O)N2CCN(S(=O)(=O)c3cc([N+](=O)[O-])ccc3C)CC2)s1
    -1.2	nt	i	-1.2	4	4	-0.9	-0.8	-4
> Cc1ccc2c(c1)cc(CN(Cc1cccnc1)C(=O)c1ccccc1)c1nnnn12
    0.3	-4.0	4.1	-0.2	-3	-13	0.5	-0.2	12
> O=c1oc(CCO)cc2ccc(C#Cc3ccsc3)cc12
    -1.8	-3.4	5.3	?	45*	8	1.0	1.6	1
> C=CCC1NS(=O)(=O)O[C@H](CCCC)[C@@H]1O (stereo partly specified)
    -1.2	-3.6	11	-0.9	-5	6	0.8	1.7	12
> Clc1ccc(-c2csc3ncnc(Cl)c23)cc1
    nt	-5.1	-6.0	-0.1	0	0	nt	2.9	12
> CCOC(=O)CCCNC(=O)CCNC(=O)c1ccc(OCC(C)C)cc1
    nt	0.1	i	-1.4	-3	-8	0.0	3.7	0
> O=C(NCC1CCCCC1)c1cccc(S(=O)(=O)N2CCCC2)c1
    -2.8	-0.8	-0.6	0.3	2	2	-7.8	-0.4	-8
> O=C(O)C1CCN(c2c([N+](=O)[O-])cc(C(F)(F)F)cc2[N+](=O)[O-])CC1
    -0.9	0.1	i	2.5	-4	-4	nt	-0.9	-2
> O=C(CSc1nnnn1-c1ccc(F)cc1)Nc1nc2ccccc2s1
    -3.5	1.8	i	0.7	1	-6	nt	0.8	-7
> CCC(=O)Oc1ccc(/C(CC)=C(\CC)c2ccc(OC(=O)CC)cc2)cc1
    -1.8	0.2	8.3	4.6	0	12	0.4	-6.1	6
> CCOC(=O)c1ccc(NC(=S)N(CCN2CCCCCC2)Cc2cccs2)cc1
    nt	0.0	-0.2	0.9	3	-3	1.6	-0.4	5
> CCn1cc(/C=C(\NC(=O)c2ccccc2F)C(=O)NCCCn2ccnc2)c2ccccc21
    nt	-1.1	i	-1.1	-5	33*	1.1	-0.3	-3
> NCc1cccc(CNc2ccc([N+](=O)[O-])cc2C(N)=O)c1
    1.5	-2.1	-0.2	0.2	5	25	0.8	-1.0	-5
> COc1ccc(C(C)C)cc1S(=O)(=O)NCCCn1ccnc1
    0.8	-1.8	i	-0.3	1	10	0.7	0.2	4

In a second layout: results already given
O=c1oc(CCO)cc2ccc(C#Cc3ccsc3)cc12
- Mtb BioA inh: -1.8
- FadD28 binding: -3.4
- BH1578 lux ind: 5.3
- PfHsp40 yeast: ?
- Mtb FBA inh: 45*
- GDH-TPI counter: 8
- TcdB inh: 1.0
- Mtb UGM inh: 1.6
- Y pestis TopoI: 1
C=CCC1NS(=O)(=O)O[C@H](CCCC)[C@@H]1O (stereo partly specified)
- Mtb BioA inh: -1.2
- FadD28 binding: -3.6
- BH1578 lux ind: 11
- PfHsp40 yeast: -0.9
- Mtb FBA inh: -5
- GDH-TPI counter: 6
- TcdB inh: 0.8
- Mtb UGM inh: 1.7
- Y pestis TopoI: 12

Not a hit list; about 4.6% have a hit in one of these screens.
